KB-3-1 cytotox: KB-3-1 parental cell cytotoxicity | KB-3-1 viability, CellTiter-Glo ATP luminescence, 72 h | Potency, µM (titrated, usually from 46.1 µM), inactives show top-dose activity change, negative = cytotoxic, hits mostly cytotoxic | hit rate 1.4% among 400,000 | AID 1347075; also: % is scaled to controls: 0 for no effect and ±100 for the full control effect; nearly all actives have a fitted effect of over 60% in size
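Cells are dispensed, compounds pinned in, plates held at 37 °C for 72 h, then CellTiter-Glo is added and luminescence read after 10 minutes. Cell line: parental KB-3-1 in phenol-red-free DMEM, 10% FBS.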
ATXN2 expr inh: inhibitors of ATXN2 expression. HEK-293 ATXN2-luciferase reporter, luminescence, 24 h. hit rate 0.72% among 360,000. AID 1745845. Potency, µM (top dose mostly 57 µM), for the others: at the highest dose activity change, negative = inhibition, usual class: inhibitors; also: % is scaled to controls: 0 for no effect and ±100 for the full control effect; nearly all actives have a fitted effect of over 55% in size
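ATXN2-luciferase reporter cells (luciferase flanked by upstream and downstream ATXN2 gene portions) were treated 24 h at 37 °C with compounds at up to 57 uM. SteadyGlo luminescence gave expression; GF-AFC fluorescence gave viability.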
HepG2 viability: HepG2 cytotoxicity, counter-screen for TGF-b inhibitors; HepG2 CAGA-GFP viability, ATP luminescence, 18 h; Potency, µM (doses to about 46.1 µM), inactives show at the highest dose activity change, negative = cytotoxicity, most hits filed as cytotoxic; hit rate 0.76% among 410,000; AID 588856; also: some results filed as inactive show a strong effect at the top dose
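CellTiter-Glo luminescence gave cytotoxicity after 18 hours at 37 degrees C. The cells were HepG2 CAGA-GFP in 1% FBS DMEM, stimulated with 500 pg/mL TGF-beta after compound addition. %Activity was normalised to no-cell wells (complete cell-killing) and DMSO (no toxicity), and curves were fitted and classified.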
S2 tox: cell viability loss in ATXN counter-screen; S2 cells (HEK-293 line with an ATXN2-luciferase reporter) viability, CellTiter-Fluor protease fluorescence, 24 h; Potency, µM (top dose mostly 56.7 µM), hits mostly cytotoxic; hit rate 0.49% among 400,000; AID 651635; also: nearly all actives have a fitted effect of over 40% in size
* hit, by the source's call; i = inactive; ? = inconclusive; . = no result given; [ ] = remark or other dose. Calls follow the shape of the dose curve; as a rule, active = well fitted curve in the direction sought with a large enough effect; inconclusive = small, poorly fitted or top-dose-only effect, or another doubt; inactive = no such curve, though single readings can be large; an effect the other way counts as inactive or inconclusive. Potency is read from the fitted curve at half-maximal effect. An excerpt; rates above refer to the full screens.

1: CN(C)CCc1c[nH]c2ccc(O)cc12
2: CCOC(C(=O)OCCN(C)C)(c1ccccc1)c1ccccc1
3: Cc1cccc(Cc2cnc[nH]2)c1C
4: CCOC(=O)c1ncn2c1CN(C)C(=O)c1c(I)cccc1-2
5: Oc1ccc([C@H]2CNCc3c2ccc(O)c3O)cc1O

Compound	1	2	3	4	5
KB-3-1 cytotox	.	.	.	.	.
ATXN2 expr inh	12.9%[116 µM]	-21.0%	1.7%	7.9%	-20.5%
HepG2 viability	.	.	.	.	.
S2 tox	i	i	i	?	?

The list goes on, overlapping the part above by 3 compounds.
3: Cc1cccc(Cc2cnc[nH]2)c1C
4: CCOC(=O)c1ncn2c1CN(C)C(=O)c1c(I)cccc1-2
5: Oc1ccc([C@H]2CNCc3c2ccc(O)c3O)cc1O
6: C[C@@H](N)[C@@H](O)c1ccccc1
7: C[N+]1(CCF)[C@@H]2CC[C@H]1CC(OC(=O)C(O)(c1ccccc1)c1ccccc1)C2 (stereo partly specified)
8: Nc1ccccc1
9: CO/C=C(/C(=O)OC)c1ccccc1Oc1cc(Oc2ccccc2C#N)ncn1
10: CC1N=C(N)OC1c1ccccc1 (stereo unspecified)

Compound	3	4	5	6	7	8	9	10
KB-3-1 cytotox	.	.	.	.	.	.	.	.
ATXN2 expr inh	1.7%	7.9%	-20.5%	7.2%	3.9%	12.9%	?	7.8%[116 µM]
HepG2 viability	.	.	.	.	.	.	.	.
S2 tox	i	?	?	i	i	i	?	i

Along the list, from the results shown:
Entries 6 to 10 in ATXN2 expr inh read 7.2%, 3.9%, 12.9%, ?, 7.8%[116 µM]

Going on with the list.
11: C[C@H]1CNCCc2ccc(Cl)cc21
12: CCC1(CCC(C)C)C(=O)NC(=O)NC1=O
13: CC(=O)C1CCOC1=O (stereo unspecified)
14: O=Cc1ccccc1
15: COc1ccc(-c2nc(CN3C(=O)CN=C(c4ccccc4)c4cc(Cl)ccc43)c(C)o2)cc1

Compound	11	12	13	14	15
KB-3-1 cytotox	.	.	.	1.4%	0.7%
ATXN2 expr inh	-15.8%	5.1%[116 µM]	4.5%	.	?
HepG2 viability	.	.	.	13.9%	-7.4%
S2 tox	i	i	i	i	.

Numbers 9 through 12 from above:
9: CO/C=C(/C(=O)OC)c1ccccc1Oc1cc(Oc2ccccc2C#N)ncn1
10: CC1N=C(N)OC1c1ccccc1 (stereo unspecified)
11: C[C@H]1CNCCc2ccc(Cl)cc21
12: CCC1(CCC(C)C)C(=O)NC(=O)NC1=O

Compound	9	10	11	12
KB-3-1 cytotox	.	.	.	.
ATXN2 expr inh	?	7.8%[116 µM]	-15.8%	5.1%[116 µM]
HepG2 viability	.	.	.	.
S2 tox	?	i	i	i

Bioassay records from PubChem BioAssay.
